High-throughput results deposited in PubChem BioAssay by The Scripps Research Institute Molecular Screening Center.
GPR151 ag: activators of human GPR151, primary screen, cell-based, PathHunter beta-arrestin, luminescence | activation, % at 11.2 µM | hit rate 1% among 650,000 | G-protein coupled receptor 151 (Homo sapiens), Q8TDV0 | PathHunter beta-arrestin GPR151 cells; in the data active = activation above about 4.9%;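 also: 0% = median of compound wells and 100% = cells with positive control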
FBW7 act: FBW7 E3 ligase activators, primary screen, biochemical, AlphaScreen, human; F-box/WD repeat-containing protein 7 (Homo sapiens), Q969H0; normalized activity (activation), % at 26.1 µM; AlphaScreen FBW7–phospho-cyclin E peptide binding, activator screen; AID 1259310, 2017; hit rate 0.13% among 650,000; in the data active = normalized activity above about 1.9%;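 also: purified mutant Fbw7 with reduced substrate affinity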
Target sequence (Q969H0 whole entry, looked up): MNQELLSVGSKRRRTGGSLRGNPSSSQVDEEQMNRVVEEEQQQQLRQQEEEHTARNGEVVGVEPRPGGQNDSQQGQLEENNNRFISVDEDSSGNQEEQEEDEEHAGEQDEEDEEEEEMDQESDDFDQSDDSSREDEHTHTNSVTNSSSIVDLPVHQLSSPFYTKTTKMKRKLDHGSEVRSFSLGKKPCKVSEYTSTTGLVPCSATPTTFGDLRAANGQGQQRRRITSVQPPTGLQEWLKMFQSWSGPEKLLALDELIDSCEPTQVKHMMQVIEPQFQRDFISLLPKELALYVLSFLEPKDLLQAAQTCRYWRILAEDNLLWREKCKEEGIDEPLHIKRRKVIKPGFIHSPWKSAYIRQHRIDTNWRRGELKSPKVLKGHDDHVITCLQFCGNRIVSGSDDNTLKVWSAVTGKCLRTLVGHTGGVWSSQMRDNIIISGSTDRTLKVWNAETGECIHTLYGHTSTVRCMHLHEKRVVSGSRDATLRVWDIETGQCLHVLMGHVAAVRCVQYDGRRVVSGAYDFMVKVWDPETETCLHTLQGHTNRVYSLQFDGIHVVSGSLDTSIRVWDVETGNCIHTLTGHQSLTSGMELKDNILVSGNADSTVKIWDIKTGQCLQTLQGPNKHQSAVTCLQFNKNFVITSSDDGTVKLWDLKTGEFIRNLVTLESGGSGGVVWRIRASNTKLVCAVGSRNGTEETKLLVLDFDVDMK
TEAD-YAP block: TEAD-YAP interaction inhibition, primary screen, TEAD-YAP interaction inhibitor project, luminescence, HEK-TIYL cells; TEAD-Gal4/YAP UAS-luciferase luminescence; inhibition, % at 9.12 µM; hit rate 1.4% among 640,000; in the data active = inhibition above about 32%;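 also: 0% = median of test compound wells and 100% = reference inhibitor wells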
MITF inh: MITF inhibitors, primary screen, biochemical, AlphaScreen, human | AlphaScreen MITF homodimerization, bead proximity signal | inhibition, % at 2.6 µM | hit rate 0.91% among 650,000 | Microphthalmia-associated transcription factor (Homo sapiens), O75030 | AID 1259374, 2018; in the data active = inhibition above about 50%;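 also: 0% = vehicle wells with protein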
Numbers without * were called inactive.

Order of results: MITF inh	GPR151 ag	FBW7 act	TEAD-YAP block
> Cc1cnn(C(=O)c2cc(C)oc2C)c1
    2	1.0	0.0	-5
> Cc1nc2ncccc2cc1C(=O)NCc1ccccn1
    -2	-1.0	0.2	-7
> NC(=O)c1ccc(NC(=O)c2cccc([N+](=O)[O-])c2)cc1
    3	0.6	0.0	15
> CC(NCc1ccco1)C(=O)N1c2ccccc2CC1C (stereo not given)
    28	0.5	0.1	6
> CCN(C(=O)c1ccc(N2CC3CC(C2)c2cccc(=O)n2C3)c(NC(=O)c2ccccc2Cl)c1)c1cccc(C)c1 (stereo not given)
    -15	0.4	-0.1	1
> CCOc1ccc(Nc2cc(C(=O)NCCOC)c3ccccc3n2)cc1
    -5	0.7	0.2	-8
> Cc1ccc(C)c(NC(=O)NC(=O)C(F)(F)F)c1
    16	-0.1	1.3	6
> CC1(C)Cc2ccccc2-c2[nH][nH]c(=O)c21
    16	-1.2	0.3	37*
> Cc1nc(N2CCN(C(=O)Nc3cccc(C)c3C)CC2)cc(-n2cccn2)n1
    -24	0.2	0.6	9
> CC(C)OP(=O)(OC(C)C)C(OC(N)=O)c1ccc(Br)cc1 (stereo not given)
    -5	0.2	-0.1	7
> CC1=CC(=C(C#N)C#N)C=C(C)N1CCO
    -3	-0.8	-0.1	-2
> COC(CN1C(=O)c2ccc(Br)cc2C1=O)OC
    8	-0.6	0.1	2
> COc1ccc(C(=O)NCC2Cc3c(F)ccc(-c4nc(C)cnc4C)c3O2)c(OC)n1 (stereo not given)
    4	-1.4	0.2	7
> CC(=O)c1ccc(OC(=O)c2sc3ncn(Cc4ccccc4F)c(=O)c3c2C)cc1
    -5	0.7	-0.2	7
> Cc1ccc(NC(=O)c2cc(-c3ccc(C)c(C)c3)nc3c(Cl)cccc23)cc1C
    9	-1.3	0.0	2
> Cc1nc2ccccc2c2c1C(=O)N(CCC1=CCCCC1)C2=O
    2	2.0	-0.1	-4
> COc1cc(C)c(S(=O)(=O)Nc2ccc(I)cc2)cc1C
    0	1.0	0.0	3
> Cc1ccc(C(=O)NCC(c2ccc3c(c2)CCN3C)N2CCCCC2)cc1 (stereo not given)
    36	-0.4	0.1	12
> CNC(=S)N/N=C(\C)c1ccc(C)c(C)c1
    -11	-1.8	-0.3	-7
> CCC(=O)Nc1ccc(Cl)c(NC(=O)COc2cccc3ccccc23)c1
    -8	2.1	0.1	4
> Cc1ccc(C(=O)Nc2c(C)n(C)n(-c3ccccc3)c2=O)cc1C
    4	1.6	-0.1	1
> CCOC(=O)c1sc(NC(=O)c2ccc(S(=O)(=O)N(CC(C)C)CC(C)C)cc2)nc1C
    -12	-0.6	-0.1	-15
> Cc1ccc(CNC(=O)CSc2nc3cc(C(=O)NCc4ccccc4)ccc3c3nc4ccccc4n23)cc1
    10	0.4	0.1	8
> Cc1cccc(NC(=O)CC(N)=S)c1
    -10	0.1	-0.1	-2
> CCOC(=O)N1CCN(Cc2cccc(OC)c2OC)CC1
    -10	-0.4	-0.2	13
> COc1ccc2nc(Cl)cc(C)c2c1
    8	0.1	0.2	-2
> COc1cc(NC(=O)CSc2nc3cc4c(cc3cc2C#N)OCCO4)cc(OC)c1
    12	-0.7	0.1	3
> CC(C)Cc1nc2c3ccccc3ncn2n1
    1	-0.3	-0.1	-24
> O=C(Nc1ccc(F)cc1)N1CCn2c(nc3ccccc32)C1
    4	-0.1	1.1	-17
> O=C(c1ccccc1)c1ccc(N2CCN(C(=O)c3ccc(F)c(F)c3)CC2)c(F)c1
    -6	1.1	-0.1	-9

Some of these compounds in order of molecular weight, rising:
Order of results: MITF inh	GPR151 ag	FBW7 act	TEAD-YAP block
> Cc1nc2ncccc2cc1C(=O)NCc1ccccn1
    -2	-1.0	0.2	-7
> CCOC(=O)N1CCN(Cc2cccc(OC)c2OC)CC1
    -10	-0.4	-0.2	13
> COC(CN1C(=O)c2ccc(Br)cc2C1=O)OC
    8	-0.6	0.1	2
> CCC(=O)Nc1ccc(Cl)c(NC(=O)COc2cccc3ccccc23)c1
    -8	2.1	0.1	4
> O=C(c1ccccc1)c1ccc(N2CCN(C(=O)c3ccc(F)c(F)c3)CC2)c(F)c1
    -6	1.1	-0.1	-9
> Cc1ccc(CNC(=O)CSc2nc3cc(C(=O)NCc4ccccc4)ccc3c3nc4ccccc4n23)cc1
    10	0.4	0.1	8

(listing goes on)
Order of results: MITF inh	GPR151 ag	FBW7 act	TEAD-YAP block
> Cc1ccccc1NC(=O)CN1CCCCC1
    10	1.1	-0.1	-2
> O=C(c1ccc(I)o1)N1CCC(Cc2ccccc2)CC1
    -8	-0.9	-0.1	7
> CCCCC(=O)NC1(C(F)(F)F)NC(=O)N(C(C)c2ccccc2)C1=O (stereo not given)
    2	-0.2	0.0	-1
> Cc1ccc2c(c1)c(=O)c1ccccc1n2CC(=O)NCc1ccc2c(c1)OCO2
    23	-0.7	-0.1	1
> COc1ccc(CCNC(=O)c2cc3c(=O)n(C)c4ccccc4c3n2C)c(OC)c1
    -6	0.8	-0.1	-6
> C=CCn1c(N2CCCCC2)cc(=O)n(C)c1=O
    -6	1.6	0.1	-7
> CCOC(=O)CSc1ncnc2c1nnn2Cc1ccc(F)cc1
    -5	-1.1	-0.1	3
> COc1ccc(-c2nc3ccc(C(=O)NCC4CCCO4)cc3nc2-c2ccc(OC)c(OC)c2)cc1OC (stereo not given)
    -6	-1.1	0.0	-3
> CCOC(=O)c1c(N)sc(C(=O)Nc2ccc(C)c(Cl)c2)c1C
    3	-4.1	-0.1	35*
> Cc1csc(C(C#N)C(=O)COC(=O)C2(C)CC2(Cl)Cl)n1 (stereo not given)
    -2	1.0	0.0	-18
> O=C(Nc1cc(Cl)cc(Cl)c1)c1cc(S(=O)(=O)O)ccc1F
    -1	-3.6	0.1	-1
> N#CSc1ncc2c(n1)/C(=C/c1cccc([N+](=O)[O-])c1)CC2
    11	-0.6	0.1	12
> COc1ccc(-c2noc(COc3ccc(C)cc3)n2)cc1OC
    1	0.7	0.0	8
> CC(=O)Nc1cnn(-c2ccc(C(=O)N3CCC(c4nc5ccc(F)cc5[nH]4)CC3)cc2)c1
    18	-0.2	-0.1	-4
> O=C(c1ccccc1Br)N1CCN(Cc2ccc3c(c2)OCO3)CC1
    -9	0.9	-0.1	-2
> COCCNc1nnc(C2CCOC2)s1 (stereo not given)
    -1	0.7	0.0	-65
> O=C(Cn1cnc2sc(-c3ccccc3)cc2c1=O)Nc1ccccc1Cl
    15	1.2	-0.2	7
> CS(=O)(=O)N1CCc2ccc(NC(=O)C3CCCO3)cc2C1 (stereo not given)
    16	-0.9	0.5	-9
> CCOC(=O)CC(=O)CSc1nc2sc(C(=O)OCC)c(C)c2c(=O)n1Cc1ccco1
    16	2.0	0.0	-7
> CCOC(=O)c1ccc(NC(=O)C2CC3CCCN3C23C(=O)N(C)c2ccccc23)cc1 (stereo not given)
    0	1.2	-0.1	-7
> Cc1cc(N2C(=O)CC(C(C)c3ccccc3)C2=O)no1 (stereo not given)
    18	-0.5	1.1	-5
> COC(=O)c1nnn(CC(=O)Nc2ccccc2C(F)(F)F)c1C(=O)OC
    8	0.7	0.4	3
> O=C(CN1C(=O)CCSc2ccccc21)N1CCN(c2ccccc2)CC1
    1	0.3	-0.1	-6
> O=C(Nc1ccc(Cl)c(Cl)c1)c1ccc(F)c2ccccc12
    -8	-0.9	0.1	-7
> CC1=C(C(=O)Nc2ccccn2)C(c2cccc(Br)c2)C2=C(CC(C)(C)CC2=O)N1 (stereo not given)
    13	1.1	0.1	4
> CC(=O)Nc1ccc(C2=N/C(=C/c3ccc(OC(C)=O)c(OC(C)=O)c3)C(=O)O2)cc1
    2	0.4	-0.4	3
> COc1cc(/C=N\NC(=O)CNc2ccccc2C)cc([N+](=O)[O-])c1O
    16	-1.1	0.0	-1
> Cc1ccc2oc(-c3cccc(NC(=O)c4cc(Br)ccc4Cl)c3C)nc2c1
    2	-0.3	0.1	-2
> CCc1ccc(OCC(=O)Nc2ccc(OC)cc2)cc1
    -5	0.3	-0.1	-6
> COc1ccccc1C(=O)N/C(=C/C=C/c1ccccc1)C(=O)N1CCOCC1
    -10	2.6	0.3	3

Order of results: MITF inh	GPR151 ag	FBW7 act	TEAD-YAP block
> COc1ccc(C)cc1N(C)S(=O)(=O)c1c(C)noc1/C=C/N(C)C
    12	0.3	0.1	-2
> CCN(c1ccc(OC)cc1)c1c(-c2ccc3c(c2)OCC(=O)N3)c(=O)c1=O
    5	-0.2	0.2	4
> C=CCOc1ccccc1/C=C1\C(=O)ON=C1c1ccc([N+](=O)[O-])cc1
    10	4.6	0.6	3
> Cc1cc(Nc2ccccc2F)n2nc(C)nc2n1
    6	-0.7	0.0	-6
> COc1ccccc1-c1c(C(F)(F)F)oc2cc(OC(=O)c3ccccc3C)ccc2c1=O
    15	2.0	0.0	1
> CCn1c(SCc2ccc([N+](=O)[O-])cc2)nnc1C(CO)NC(=O)c1ccccc1 (stereo not given)
    5	-0.6	-0.1	15
> COC(=O)c1cc(CNC(=O)c2ccccn2)cc(NC(=O)/C=C/c2ccccc2)c1
    8	0.1	-0.4	4
> CC1CCCC(NC(=O)COC(=O)c2ccc(O)cc2)C1C (stereo not given)
    9	-0.1	0.7	15
> O=C(NCc1cccs1)C1CCCN(C(=O)NC2CC2)C1 (stereo not given)
    2	0.2	-0.2	-2
> CC1=C(C(=O)OCC2CCCO2)C(c2ccccc2OCc2ccccc2)C2=C(CC(C)(C)CC2=O)N1 (stereo not given)
    11	1.9	0.5	5
> O=C1c2cccc3c(N4CCOCC4)ccc(c23)C(=O)N1c1cccc(Cl)c1
    10	0.1	0.6	5
> CC(C)(C)C(=O)COC(=O)c1cc(F)c(F)cc1Cl
    0	-0.3	0.0	3
> CCN1CC=C2C(C#N)=C(N)C(C#N)(C#N)C(c3ccc(C(C)(C)C)cc3)C2C1 (stereo not given)
    -6	0.5	0.0	-6
> COc1ccccc1NC(=O)Cn1cnc2sc(C(=O)Nc3ccc(C)c(F)c3)c(C)c2c1=O
    12	-1.1	1.9*	-12
> Cc1c2cnn(CC(=O)NC3CCCCC3C)c(=O)c2c(C)n1Cc1ccc(F)cc1 (stereo not given)
    7	0.7	0.1	-1
> COC(=O)c1cc(SC#N)ccc1N
    9	-0.5	-0.1	8
> C(=C\c1nn2c(C3COc4ccccc4O3)nnc2s1)/c1ccccc1 (stereo not given)
    -1	-0.1	-0.1	2
> CC(C)(C)C(=O)Nc1nc2c(s1)CSc1ccccc1-2
    13	-1.5	0.1	3
> Cc1ccc(C2=NN(c3nc(-c4cccc([N+](=O)[O-])c4)cs3)C(c3ccc(Cl)cc3)C2)cc1 (stereo not given)
    -7	0.4	-0.1	-4
> CCOc1cc(CNC2CCCC2)c(Cl)cc1OC
    -16	-0.4	-0.2	0
> COc1ccc(NC(=O)/C=C/c2ccco2)cc1N1CCCC1=O
    1	2.6	-0.1	8
> CCOc1ccc(N=C2SC(C(=O)Nc3ccccc3F)CC(=O)N2C)cc1 (stereo not given)
    8	-0.3	0.3	0
> CCOc1ccc(Br)cc1C(=O)N1CCOCC1
    3	1.8	0.1	-2
> CCSc1nc(-c2ccc(OC)cc2)ccc1C#N
    -16	-0.7	-0.1	-4
> CCC(C)NC(=O)c1cc(Sc2ccc(C)cc2)nc2ccccc12 (stereo not given)
    -1	-1.3	-0.1	-9
> CCOC(=O)C1=C(C)N=c2s/c(=C\c3ccc(-c4ccc(OC)cc4[N+](=O)[O-])o3)c(=O)n2C1c1ccc(OC)c(OC)c1 (stereo not given)
    5	-1.5	-0.2	-1
> COc1cc2nc(Nc3ccc(C(F)(F)F)cc3)nc(Nc3ccc(NC(C)=O)cc3)c2cc1OC
    -1	-0.2	-0.2	-1
> COc1ccc(C(=O)/C=C/Nc2ccc(C(C)=O)cc2)cc1
    4	2.4	-0.1	-3
> COc1ccccc1CCNC(=O)C1CCCO1 (stereo not given)
    4	-1.5	0.0	-5
> CS(=O)(=O)c1ccc2c(c1)CC(c1nc3ccc(-c4ccnc(N)n4)cc3[nH]1)CO2 (stereo not given)
    6	0.8	-0.1	6

Reformatted in markdown: entries from further up
| Molecule | MITF inh | GPR151 ag | FBW7 act | TEAD-YAP block |
| --- | --- | --- | --- | --- |
| COc1ccccc1-c1c(C(F)(F)F)oc2cc(OC(=O)c3ccccc3C)ccc2c1=O | 15 | 2.0 | 0.0 | 1 |
| CC(C)(C)C(=O)Nc1nc2c(s1)CSc1ccccc1-2 | 13 | -1.5 | 0.1 | 3 |

More compounds.
Order of results: MITF inh	GPR151 ag	FBW7 act	TEAD-YAP block
> O=C(NCCCc1ccccc1)Nc1ccc(N2CCCS2(=O)=O)cc1
    3	0.4	0.0	-4
> Cc1ccccc1C(=O)NNC(=O)C(c1ccccc1)c1ccccc1
    10	1.3	-0.1	-2
> O=C(Nc1cc(Cl)cc(Cl)c1)C1CCCC1
    -3	0.4	-0.1	-8
> Cn1c(=NC(=O)c2ccc(C#N)cc2)sc2ccccc21
    -1	0.5	0.0	-30
> Cc1nc(NC(=O)C2CN(c3nc4c(F)cccc4s3)C2)sc1C
    -6	-0.1	-0.1	-13
> COc1ccc(C2N=C3c4ccccc4C=CN3C2C(C)=O)cc1 (stereo not given)
    -1	0.9	0.1	-9
> COc1ccc(S(=O)(=O)N2CCC(C)CC2)c(Cl)c1Cl
    -9	-1.4	0.0	-10
